GASC1 inh: KDM4C (human) demethylase inhibition | Q9H3R0 | GST-KDM4C 2-372, H3K9me3 peptide, LANCE TR-FRET | inhibition, % at 12.5 µM | actives 0.15% (n = 96,000);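 active = mean replicate inhibition above about 25%, with at least 55% of replicates also reaching it, limit read from the data, passing the limit was not always enough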
Target sequence (Q9H3R0 2-372 limits assumed): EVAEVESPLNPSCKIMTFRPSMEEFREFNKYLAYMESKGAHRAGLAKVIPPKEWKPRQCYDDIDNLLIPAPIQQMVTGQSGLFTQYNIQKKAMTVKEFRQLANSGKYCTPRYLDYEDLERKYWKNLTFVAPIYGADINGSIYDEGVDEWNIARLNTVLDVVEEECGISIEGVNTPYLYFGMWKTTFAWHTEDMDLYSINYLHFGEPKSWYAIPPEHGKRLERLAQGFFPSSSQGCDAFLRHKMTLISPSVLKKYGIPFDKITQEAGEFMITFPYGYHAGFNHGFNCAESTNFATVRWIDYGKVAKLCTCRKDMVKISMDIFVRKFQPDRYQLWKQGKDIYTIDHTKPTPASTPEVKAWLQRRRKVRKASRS
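System: N-terminal GST-fused human GASC-1 (KDM4C) fragment, residues 2-372 / Amount: 10 nM GST-KDM4C in enzyme reaction / Also added: H3K9me3 peptide with Fe(II)/2OG / Times: 30 min demethylation and 1 h detection at room temperature / Signal: LANCE TR-FRET / Read-out basis: Fall in 671/618 emission ratio as inhibition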
T cruzi growth: blocks T. cruzi growth in NIH3T3 culture | T. cruzi beta-gal in NIH3T3, GalScreen luminescence, 90 h | inhibition, % at 8.34 µM | actives 5.9% (n = 77,000);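 active = mean inhibition above about 93%, with at least 55% of replicates each passing it, limit read from the data, passing the limit was not always enough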
Pf Dd2 inh: inhibitors of Plasmodium falciparum Dd2 growth | activity change, % at 10 µM | P. falciparum Dd2 growth, SYBR Green, 72 h; hits give low values | actives 2.3% (n = 94,000); in the data active = activity change below about -80%
C diff HTS: blocks growth of Clostridium difficile; Clostridium difficile clinical isolate growth, OD600, 24 h; hits give low values; growth activity, negative = inhibition, % at 16 µg/mL (by protocol); actives 0.25% (n = 86,000);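 active = mean growth activity at or below -80% and every replicate also at or below -80%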;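 also: 0% = DMSO wells and -100% = levofloxacin 16 µg/mL wells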
* hit, by the source's call; & = joins results of further samples.

`C[C@@H]1CN([C@@H](C)CO)C(=O)c2cc(NS(=O)(=O)c3ccc(Cl)cc3)ccc2O[C@@H](C)CCCCO[C@H]1CN(C)C(=O)c1ccncc1` gave GASC1 inh 1.3, T cruzi growth -79.4 and Pf Dd2 inh -17.2.
`C/C=C/c1ccc([C@H]2[C@@H](CO)N(C(=O)C3CCC3)[C@@H]2CN(CC)C(=O)CC)cc1` gave GASC1 inh -2.9, Pf Dd2 inh 6.9 and C diff HTS -1.9.
Screening CN(C)CC(=O)N[C@H]1C=C[C@H](CC(=O)NCc2ccc(Cl)cc2)O[C@@H]1CO returned GASC1 inh -1.2, T cruzi growth -11.5, Pf Dd2 inh 6.5 and C diff HTS -2.6.
C[C@H]1CN([C@@H](C)CO)C(=O)c2cc(NC(=O)NC3CCCCC3)ccc2O[C@@H]1CN(C)Cc1ccccc1 was read as GASC1 inh 2.1, T cruzi growth 3.4, Pf Dd2 inh -6.7 and C diff HTS -7.5.
For CC(C)[C@@H](C)NC(=O)N(C)C[C@H]1OCc2ccccc2-c2c(n(C)c3ccccc23)C(=O)N([C@@H](C)CO)C[C@H]1C the results were GASC1 inh 2.3, T cruzi growth -25.6 and Pf Dd2 inh -52.1.
For Cc1ccc(S(=O)(=O)N[C@@H]2C=C[C@H](CC(=O)N3CCc4ccccc4C3)O[C@H]2CO)cc1 the results were GASC1 inh 17.0, T cruzi growth 5.5, Pf Dd2 inh 4.3 and C diff HTS -1.3.
For C[C@@H]1CN([C@H](C)CO)C(=O)Cc2cc(NC(=O)Nc3cccc4ccccc34)ccc2O[C@H]1CN(C)S(=O)(=O)c1ccccc1 the results were GASC1 inh -1.6, T cruzi growth 5.9, Pf Dd2 inh -6.6 and C diff HTS -0.4.
O=C(C[C@H]1CC[C@@H]2[C@H](COC[C@H](O)CN2C(=O)Nc2ccc(F)cc2)O1)NC1CCC1 was read as GASC1 inh 0.5, Pf Dd2 inh -5.7 and C diff HTS 7.5&-2.2.
Screening C[C@@H]1CN([C@H](C)CO)C(=O)c2cccc(NC(=O)c3nc4ccccc4s3)c2O[C@H]1CN(C)S(=O)(=O)c1cn(C)cn1 returned GASC1 inh 0.8, T cruzi growth 75.7 and Pf Dd2 inh -20.1.
Screening C[C@H](CO)N1C[C@H](C)[C@H](CN(C)C(=O)C2CCC2)Oc2cc(C3=CCCCC3)ccc2S1(=O)=O returned GASC1 inh -2.7, T cruzi growth 34.9, Pf Dd2 inh -39.0 and C diff HTS 7.1.

In the list so far, 5 have four or more nitrogen atoms.
`C[C@@H]1CN([C@@H](C)CO)C(=O)c2cc(NS(=O)(=O)c3ccc(Cl)cc3)ccc2O[C@@H](C)CCCCO[C@H]1CN(C)C(=O)c1ccncc1` gave GASC1 inh 1.3, T cruzi growth -79.4 and Pf Dd2 inh -17.2.
C[C@H]1CN([C@@H](C)CO)C(=O)c2cc(NC(=O)NC3CCCCC3)ccc2O[C@@H]1CN(C)Cc1ccccc1 was read as GASC1 inh 2.1, T cruzi growth 3.4, Pf Dd2 inh -6.7 and C diff HTS -7.5.
For CC(C)[C@@H](C)NC(=O)N(C)C[C@H]1OCc2ccccc2-c2c(n(C)c3ccccc23)C(=O)N([C@@H](C)CO)C[C@H]1C the results were GASC1 inh 2.3, T cruzi growth -25.6 and Pf Dd2 inh -52.1.
For C[C@@H]1CN([C@H](C)CO)C(=O)Cc2cc(NC(=O)Nc3cccc4ccccc34)ccc2O[C@H]1CN(C)S(=O)(=O)c1ccccc1 the results were GASC1 inh -1.6, T cruzi growth 5.9, Pf Dd2 inh -6.6 and C diff HTS -0.4.
Screening C[C@@H]1CN([C@H](C)CO)C(=O)c2cccc(NC(=O)c3nc4ccccc4s3)c2O[C@H]1CN(C)S(=O)(=O)c1cn(C)cn1 returned GASC1 inh 0.8, T cruzi growth 75.7 and Pf Dd2 inh -20.1.

(listing goes on)
`C[C@@H]1CN([C@H](C)CO)C(=O)c2cccc(NC(=O)C3CCCCC3)c2O[C@H]1CN(C)S(=O)(=O)c1cccs1` gave GASC1 inh 3.5, T cruzi growth 21.4, Pf Dd2 inh -53.2 and C diff HTS -2.0.
Screening C[C@H]1CN([C@@H](C)CO)C(=O)c2cccc(NC(=O)NC3CCCCC3)c2O[C@@H]1CN(C)Cc1ccc(Cl)c(Cl)c1 returned GASC1 inh 0.0, T cruzi growth 79.8, Pf Dd2 inh 0.5 and C diff HTS 16.7.
For Cc1noc(C)c1NC(=O)N(C)C[C@@H]1Oc2ccc(NC(=O)C3CC3)cc2C(=O)N([C@H](C)CO)C[C@@H]1C the results were GASC1 inh 0.1, T cruzi growth 27.0, Pf Dd2 inh 11.7 and C diff HTS 2.8.
For CO[C@H]1CC[C@H]2CCN(C)C(=O)[C@H](C)N(C)C(=O)c3cc(C#N)ccc3OC[C@H]1O2 the results were GASC1 inh -0.9, T cruzi growth 38.6 and C diff HTS -5.5.
`C[C@@H]1CCCCO[C@H](CN(C)C(=O)Nc2ccc3c(c2)OCO3)[C@H](C)CN([C@@H](C)CO)C(=O)c2cc(NC(=O)CCC(F)(F)F)ccc2O1` gave GASC1 inh 0.2, T cruzi growth 79.4, Pf Dd2 inh -49.9 and C diff HTS 6.3.
C[C@@H](NC(=O)C[C@@H]1CC[C@H](NC(=O)C2CCC2)[C@@H](CO)O1)c1ccccc1 was read as GASC1 inh -0.5, T cruzi growth 28.1 and Pf Dd2 inh 9.3.
Screening CC(C)CC#Cc1ccc2c(c1)O[C@@H](CN(C)S(C)(=O)=O)[C@@H](C)CN([C@H](C)CO)S2(=O)=O returned GASC1 inh -0.2, T cruzi growth 53.9, Pf Dd2 inh -4.7 and C diff HTS 4.3.
Screening Cc1noc(C)c1S(=O)(=O)N(C)C[C@@H]1OCc2cn(nn2)CCCC(=O)N([C@H](C)CO)C[C@H]1C returned GASC1 inh -1.3, T cruzi growth 0.0 and Pf Dd2 inh 10.0.
For CCCN(C)C[C@@H]1OCCCC[C@@H](C)Oc2ccc(NC(=O)Nc3c(C)noc3C)cc2C(=O)N([C@H](C)CO)C[C@@H]1C the results were GASC1 inh -1.7, T cruzi growth 31.7, Pf Dd2 inh -3.5 and C diff HTS -1.1.
Screening CN1CCN(C(=O)C[C@H]2CC[C@@H]3[C@H](COC[C@@H](O)CN3C(=O)C3CCOCC3)O2)CC1 returned GASC1 inh 2.5, T cruzi growth 18.3, Pf Dd2 inh 42.9 and C diff HTS -4.0&-6.5.
For C[C@H]1CN([C@@H](C)CO)S(=O)(=O)c2ccc(Br)cc2O[C@H]1CN(C)Cc1ccncc1 the results were GASC1 inh 1.2, T cruzi growth 83.2, Pf Dd2 inh 15.8 and C diff HTS -0.4.
Screening CCCN(C)C[C@@H]1Oc2ncc(C#Cc3ccccc3OC)cc2C(=O)N([C@H](C)CO)C[C@@H]1C returned Pf Dd2 inh -74.8 and C diff HTS 7.3.
CO[C@@H]1CN(C)C(=O)c2cc(NC(=O)Nc3ccc4c(c3)OCO4)ccc2OC[C@@H](C)NC[C@@H]1C was read as GASC1 inh 2.1 and Pf Dd2 inh 30.6.
N#C[C@H]1[C@H](c2ccccc2C2=CCCCC2)[C@@H](CO)N1C(=O)NC1CCCC1 was read as GASC1 inh 0.0, Pf Dd2 inh -0.3 and C diff HTS -14.1.
`O=S(=O)(c1ccc(F)cc1)N1CCCCN2[C@H](C1)[C@H](c1ccc(-c3ccccc3)cc1)[C@@H]2CO` gave GASC1 inh 0.1, T cruzi growth 64.2, Pf Dd2 inh -22.8 and C diff HTS 36.9.
C[C@@H]1CN([C@H](C)CO)C(=O)c2cc(NC(=O)Cc3ccccc3)ccc2O[C@@H](C)CCCCO[C@@H]1CN(C)S(=O)(=O)c1ccc(Cl)cc1 was read as GASC1 inh -2.4, T cruzi growth 108.4*, Pf Dd2 inh -83.7* and C diff HTS -0.6.
For C[C@@H]1CN([C@@H](C)CO)C(=O)Cc2cc(NS(=O)(=O)c3ccc(Cl)cc3)ccc2O[C@H]1CN(C)C(=O)Nc1ccc2c(c1)OCO2 the results were GASC1 inh -0.3, T cruzi growth 41.2 and Pf Dd2 inh -24.6.
Screening CO[C@@H]1CN(C)C(=O)c2cc(NC(=O)Nc3ccccc3F)ccc2OC[C@@H](C)N(C(=O)c2cnccn2)C[C@H]1C returned GASC1 inh -1.6, T cruzi growth -12.4, Pf Dd2 inh 14.9 and C diff HTS -5.5.
Screening N#Cc1cccc(-c2ccc(C3[C@@H]4CN(C(=O)c5cccnc5)C[C@H]3N4)cc2)c1 (some centres not stated) returned GASC1 inh 2.4&-0.8, Pf Dd2 inh 8.0&18.6 and C diff HTS -5.5&1.6.
For C[C@H](CO)N1C[C@H](C)[C@@H](CN(C)C(=O)Nc2ccc(F)cc2)Oc2c(NS(=O)(=O)c3cccs3)cccc2C1=O the results were GASC1 inh 0.3, T cruzi growth 22.0, Pf Dd2 inh 16.6 and C diff HTS -0.2.
For C[C@H](CO)N1C[C@H](C)[C@@H](CN(C)C(=O)Nc2ccc(F)cc2)Oc2c(NC(=O)c3ccc(-c4nccs4)cc3)cccc2C1=O the results were GASC1 inh 1.7, T cruzi growth -10.5, Pf Dd2 inh 5.0 and C diff HTS -2.6.
C[C@@H]1CN([C@@H](C)CO)C(=O)Cc2cc(NC(=O)CCCCCC(=O)Nc3ccccc3N)ccc2O[C@H]1CN(C)Cc1ccc(C(F)(F)F)cc1 was read as GASC1 inh -1.0, T cruzi growth 63.5, Pf Dd2 inh -67.3 and C diff HTS 11.6.
COc1ccc(CN(C)C[C@@H]2OCCCC[C@H](C)Oc3ccc(NC(=O)Nc4ccc(F)cc4)cc3C(=O)N([C@@H](C)CO)C[C@H]2C)cc1 was read as GASC1 inh -1.6, T cruzi growth 87.5, Pf Dd2 inh -71.0 and C diff HTS 17.6.
For C[C@H](CO)N1C[C@H](C)[C@@H](CN(C)C(=O)NC2CCCC2)Oc2ncc(-c3cccnc3)cc2C1=O the results were GASC1 inh -1.0, T cruzi growth 54.5, Pf Dd2 inh 30.9 and C diff HTS 4.9.
COc1ccc(-c2cnc3c(c2)C(=O)N([C@H](C)CO)C[C@@H](C)[C@@H](CN(C)C)O3)cc1 was read as GASC1 inh 1.6, T cruzi growth -44.9, Pf Dd2 inh 7.4 and C diff HTS 2.0.
For CN(C)C(=O)c1ccc(-c2ccc([C@@H]3[C@H](CO)N4CCCCN(C(=O)C5CCCC5)C[C@@H]34)cc2)cc1 the results were T cruzi growth 100.0*, Pf Dd2 inh -28.5 and C diff HTS -5.6.
For C[C@@H]1CN([C@H](C)CO)C(=O)c2cc(N(C)C)ccc2O[C@@H](C)CCCCO[C@@H]1CN(C)CC1CCCCC1 the results were GASC1 inh -0.3, T cruzi growth 63.2, Pf Dd2 inh -14.5 and C diff HTS 7.5.
For CN(C)CC(=O)Nc1ccc2c(c1)[C@H]1C[C@H](CC(=O)NCc3cc(F)ccc3F)O[C@@H](CO)[C@H]1O2 the results were GASC1 inh 4.6, T cruzi growth 43.9 and Pf Dd2 inh 13.9.
Screening CCCC#Cc1cnc2c(c1)C(=O)N([C@H](C)CO)C[C@@H](C)[C@H](CN(C)C(=O)Nc1cccc(F)c1)O2 returned GASC1 inh 2.3, Pf Dd2 inh -15.2 and C diff HTS -12.3.
For CCCNC(=O)N1[C@H](CO)[C@H](c2ccccc2-c2ccc(OC)cc2)[C@@H]1C#N the results were GASC1 inh -0.6, Pf Dd2 inh -5.3 and C diff HTS 17.9.
C[C@@H]1CN([C@H](C)CO)C(=O)c2cc(NC(=O)Nc3ccc(C(F)(F)F)cc3)ccc2O[C@@H](C)CCCCO[C@@H]1CN(C)C(=O)Cc1ccccc1 was read as GASC1 inh 0.4, T cruzi growth 83.7, Pf Dd2 inh -46.5 and C diff HTS 5.9.
For CC(C)C#Cc1cnc2c(c1)C(=O)N([C@H](C)CO)C[C@H](C)[C@H](CN(C)C(=O)c1ccccn1)O2 the results were GASC1 inh -1.5, Pf Dd2 inh 20.5 and C diff HTS -2.2.
CO[C@@H](CN(C)C(=O)c1ccc2c(c1)OCO2)[C@H](C)CN([C@@H](C)CO)S(=O)(=O)c1ccc(C)cc1 was read as GASC1 inh 1.0, T cruzi growth -1.1 and Pf Dd2 inh -3.7.
`C[C@@H]1CN([C@@H](C)CO)C(=O)c2cc(NC(=O)Nc3ccc(C(F)(F)F)cc3)ccc2O[C@@H]1CN(C)Cc1ccccc1` gave GASC1 inh -0.7, T cruzi growth 15.3, Pf Dd2 inh 14.6 and C diff HTS 34.5.
For CO[C@H]1CC[C@H]2CCN(C)C(=O)[C@H](C)CN(C)C(=O)c3cc(C#N)ccc3OC[C@H]1O2 the results were GASC1 inh 2.2, T cruzi growth 24.9 and C diff HTS 0.5.
COc1ccccc1C#Cc1cnc2c(c1)C(=O)N([C@H](C)CO)C[C@@H](C)[C@H](CN(C)C(=O)CN(C)C)O2 was read as GASC1 inh 1.0, T cruzi growth 52.4, Pf Dd2 inh -61.1 and C diff HTS 7.0.
Screening CCCNC(=O)N1[C@H](CO)[C@@H](c2ccc(C3=CCCC3)cc2)[C@H]1CNC(C)=O returned GASC1 inh 4.7, T cruzi growth -18.5, Pf Dd2 inh 12.4 and C diff HTS -3.5.
CCCC(=O)Nc1ccc2c(c1)OC[C@H](C)N(C(=O)c1ccncc1)C[C@@H](C)[C@H](OC)CN(C)C2=O was read as GASC1 inh 4.5, T cruzi growth 22.9 and Pf Dd2 inh -11.5.
Screening CN1[C@H](C(=O)NC2Cc3ccccc3C2)[C@@H](CO)[C@@H]2Cn3c(ccc(C4=CCCC4)c3=O)[C@@H]21 returned GASC1 inh 4.6, T cruzi growth 79.8, Pf Dd2 inh 8.1 and C diff HTS 2.4.

Bioassay records as filed in PubChem.
